# PAFAH1B3 inh: PAFAH1B3 enzyme inhibitors, primary screen, biochemical, fluorescence polarization, human; Platelet-activating factor acetylhydrolase IB subunit alpha1 (Homo sapiens), Q15102; recombinant PAFAH1B3, FP-rhodamine probe; inhibition, % at 3.39 µM; hit rate 0.28% among 340,000; AID 492972, 2010;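 active = inhibition above the screen-wide average of all tested compounds plus 3 SD, cut at about 25% in these data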;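 also: 0% = enzyme with DMSO only and 100% = wells lacking PAFAH1B3 protein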
# Target sequence (Q15102 whole entry, looked up): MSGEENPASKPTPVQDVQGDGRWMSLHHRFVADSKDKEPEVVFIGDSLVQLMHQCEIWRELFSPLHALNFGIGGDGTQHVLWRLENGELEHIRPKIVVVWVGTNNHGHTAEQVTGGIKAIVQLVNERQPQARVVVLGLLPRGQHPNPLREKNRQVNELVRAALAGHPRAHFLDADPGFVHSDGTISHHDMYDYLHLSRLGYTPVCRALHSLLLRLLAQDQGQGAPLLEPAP
# PAFAH1B2 inh: PAFAH1B2 enzyme inhibitors, primary screen, biochemical, fluorescence polarization, human; inhibition, % at 3.39 µM; hit rate 1.2% among 340,000; Platelet-activating factor acetylhydrolase IB subunit alpha2 (Homo sapiens), P68402; recombinant PAFAH1B2, FP-rhodamine activity probe;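 active = inhibition above the mean of all tested compounds plus 3 SD, cut at about 24% in these data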;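 also: 0% = enzyme with DMSO and 100% = wells lacking PAFAH1B2; many of its hits are not listed in these tables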
# Target sequence (P68402 whole entry, looked up): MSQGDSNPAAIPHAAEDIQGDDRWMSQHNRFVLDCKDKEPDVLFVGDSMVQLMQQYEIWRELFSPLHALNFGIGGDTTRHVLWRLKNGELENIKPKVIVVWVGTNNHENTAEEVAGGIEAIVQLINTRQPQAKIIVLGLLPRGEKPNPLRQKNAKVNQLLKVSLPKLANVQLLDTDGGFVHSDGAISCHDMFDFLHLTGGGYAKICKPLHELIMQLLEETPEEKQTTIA
# PAFAH2 FP inh: PAFAH2 enzyme inhibitors, primary screen, biochemical, fluorescence polarization, human; inhibition, % at 3.39 µM; hit rate 0.99% among 340,000; AID 492956, 2010; recombinant PAFAH2, FP-rhodamine activity probe; Platelet-activating factor acetylhydrolase 2, cytoplasmic (Homo sapiens), Q99487;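 active = inhibition above the mean over all tested compounds plus 3 SD, cut at about 30% in these data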;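 also: inhibitors block probe labeling of enzyme so polarization drops; 0% = enzyme with DMSO and 100% = wells lacking PAFAH2 protein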
# * marks the source's active call; other numbers are inactive results. This is a subset. The share of hits here may be higher or lower than overall.
PAFAH1B3 inh	PAFAH1B2 inh	PAFAH2 FP inh	mol
3	1	0	O=C(NCc1ccco1)c1ccccc1O
-21	-18	-34	CN(C)c1ccc(/C=C/c2ccc3c4ccccc4ccc3[n+]2-c2ccccc2)cc1
7	3	-1	Cc1ccc(NC(=O)CCN2CCN(CCO)CC2)cc1
1	-4	5	O=C(CSc1nc2nn(-c3ccccc3)c(=O)c-2c2n1CCCCC2)Nc1ccccc1[N+](=O)[O-]
11	7	1	C(=Cc1c[nH]c2ccccc12)c1ccc2ccccc2n1
7	7	-3	Cc1ccc(Nc2nc(-c3ccccc3)cs2)nc1
-5	2	3	O=C(CSc1nnc(-c2ccc(Cl)s2)o1)N1CCCc2ccccc21
1	-7	-7	OCCNc1ncnc2c1nnn2Cc1ccccc1
4	4	5	COc1ccc(CCNC(=O)CN2c3cccc4cccc(c34)S2(=O)=O)cc1
3	7	3	O=c1[nH]c(=S)[nH]cc1S(=O)(=O)c1cccc(Cl)c1
5	-1	-1	CC(C)Cn1cnc2c(N)nc3ccccc3c21
7	1	12	CCOC(=O)c1sc(NC(=O)C(CC)Sc2nnc3c4ccccc4n(C(C)C)c3n2)nc1C (stereo not drawn)
1	4	-4	CC1CC(=O)Nc2ccccc2N1C(=O)Cn1cnc2ccc(Br)cc2c1=O (stereo not drawn)
14	9	27	O=S(c1ccccc1O)S(=O)c1ccccc1O (stereo not drawn)
12	-1	-3	CCC1=NN(C(=O)c2ccc(Cl)cc2)C(O)(c2ccc(C)cc2)C1 (stereo not drawn)

# The list continues.
PAFAH1B3 inh	PAFAH1B2 inh	PAFAH2 FP inh	mol
3	9	-8	COc1ccc(CCN2CCCn3c2nc2c3c(=O)n(CC(N)=O)c(=O)n2C)cc1OC
5	-2	1	CCN(C(=O)CSc1nc(C2CC2)n(-c2ccccc2)n1)C1CCS(=O)(=O)C1 (stereo not drawn)
5	7	2	NN=C1C(=O)c2cccc3cccc1c23
1	4	1	CCOC(=O)C1C(=O)C=C(c2ccccc2)CC1c1ccccc1 (stereo not drawn)
4	2	-7	CCCCC(=O)Nc1c(-c2cccc(OC)c2)c(=O)c2ccccc2n1C
2	3	3	C[C@H]1NC(=O)[C@]2(C)[C@@H](c3ccccc3)[C@H]3COc4ccccc4[C@@H]3N2C1=O
3	1	-2	CC(=O)OCC1OC(n2c(S)c(C#N)c(-c3ccccc3)c(C#N)c2=O)C(OC(C)=O)C(OC(C)=O)C1OC(C)=O (stereo not drawn)
5	-2	-9	Clc1ncnc2[nH]ccc12
18	9	13	O=C1C(Cl)=C(NCc2ccco2)C(=O)c2ccccc21
11	11	8	CCN(CC(=O)Nc1c(F)cccc1F)C(=O)c1ccc(S(=O)(=O)N(CC)c2ccccc2)cc1
10	-1	-2	Cc1sc(N)nc1-c1c(C)n(C)c2ccccc12
2	-2	-2	Cc1cc(C2=NNC(=NC3CC3)SC2)c(C)n1-c1ccccc1
-1	1	9	CN(C)c1ccc(S(=O)(=O)N2CCCCC2)cc1NC(=O)CCNC(=O)c1ccccc1Cl
1	1	3	CC1CCCC(=NNc2ccc3ccccc3n2)C1 (stereo not drawn)
8	2	3	CC(OC(=O)C1CC(=O)N(Cc2ccco2)C1)C(=O)Nc1cccc(C#N)c1 (stereo not drawn)

# (next part)
PAFAH1B3 inh	PAFAH1B2 inh	PAFAH2 FP inh	mol
9	-1	-2	COc1cc2c(cc1OC)C(c1ccccc1)N(C(=O)C(C)(C)C)CC2 (stereo not drawn)
-8	3	3	CCn1ccc(C(=O)Nc2sc3c(c2C(=O)OC)CCC3)n1
0	-1	10	CCCCn1cnc2c(SCc3ccc([N+](=O)[O-])cc3)nc(N)nc21
3	2	0	O=P(CCc1ccccc1)(c1ccccc1)c1ccccc1
13	0	4	COc1ccccc1C(CNC(=O)C(CCSC)NC(=O)c1ccccc1Cl)N1CCCC1 (stereo not drawn)
-1	-1	-1	O=C(Nc1ccn(CCCN2CCN(c3ccccn3)CC2)c(=O)n1)OCc1ccccc1
2	12	3	N#CC1C(=O)c2ccccc2C1c1ccccc1 (stereo not drawn)
-7	5	26	COc1ccccc1N(CC(=O)NC1CCCCC1)C(=O)Cn1nnc(-c2ccc(C)o2)n1
0	19	5	O=C(O)Cc1sc(Nc2cccc3ccccc23)nc1-c1ccc(F)cc1
3	1	-6	CC1CC=CCC1(CO)CO (stereo not drawn)
6	10	-3	N#CC1(Nc2ccc3ccccc3c2)CCCC1
1	1	1	CCS(=O)(=O)N1Cc2ccccc2CC1C(=O)NCc1cccc(OC)c1 (stereo not drawn)
4	6	-1	Cc1ccc(S(=O)(=O)N2CCN(CN3C(=O)CC4(CCCC4)C3=O)CC2)cc1
-2	4	0	O=C(Nc1ccccc1)OCCCCOC(=O)Nc1ccccc1
-7	1	-2	CN(C)c1ccc(C(=O)N2CCCC(N3CCN(Cc4ccc5c(c4)OCO5)CC3)C2)cc1 (stereo not drawn)

# Other results
PAFAH1B3 inh	PAFAH1B2 inh	PAFAH2 FP inh	mol
0	0	3	CCOC(=O)C1C(=O)C(=O)N(Cc2ccccc2)C1C(=O)OCC (stereo not drawn)
-3	2	8	C=CCN1CCc2nc(N)sc2CC1
4	2	7	O=C(OCc1ccccc1)N1CCC2CC1c1cc(N3CCCCC3)ccc12 (stereo not drawn)
12	2	9	O=C1CCSc2c1ccc1ccccc21
11	5	5	O=C1C=CC(=Nc2cccc3c2C(=O)c2ccccc2-3)O1
1	-2	-4	CCOc1ncccc1C(=O)Nc1ccc(OC)c(S(=O)(=O)N2CCOCC2)c1
9	1	1	CCOc1cccc(C(=O)N/N=C/c2ccoc2)c1
4	5	-5	COc1ccc(/C(N)=N/OC(=O)CN(C)S(=O)(=O)c2ccc(C)cc2)cc1
-1	1	0	Cc1cc(C)cc(OCC(=O)Nc2nc(-c3ccccn3)cs2)c1
3	5	2	CC(=O)N(C)c1ccc(N=C2C(=O)Nc3ccccc32)cc1
3	3	0	Cc1ccnc(NC(=O)c2ccc(OCc3c(C)noc3C)cc2)c1
-2	1	-2	COc1ccc(Cl)cc1C(=O)Nc1ccc2c(c1)OCCO2
7	3	5	COC(OC)C1(CCc2ccccc2)NC(=O)NC1=O (stereo not drawn)
10	10	-5	NC(=O)c1ncn([C@@H]2O[C@H](CNCc3cccc(OC4CCCC4)c3)[C@@H](O)[C@H]2O)n1
8	-8	0	CC(C)Oc1ccc(S(=O)(=O)N2CCOCC2)cc1NC(=O)c1cccc(S(=O)(=O)N2CCCC2)c1

# The listing continues.
PAFAH1B3 inh	PAFAH1B2 inh	PAFAH2 FP inh	mol
-2	-1	1	Cc1c(C(=O)O)c(=S)sn1CCOc1ccccc1
9	4	13	Cc1cc(N)cc(C)c1-c1c(Br)cc(N)cc1Br
1	-4	-1	CCN(CC)c1ccc2cc(-c3nc(-c4cc5ccccc5oc4=O)cs3)c(=O)oc2c1
3	1	-8	CCOc1ccc(NC(=O)Nc2nc3ccc(S(C)(=O)=O)cc3s2)cc1
2	6	6	N#Cc1cccnc1N1CCN(C(=O)c2cccs2)CC1
4	3	-1	C=CCSc1nnc(-c2c[nH]c3ccccc23)n1CC
7	7	-3	O=C(Cc1ccccc1)NC1CCN(C(=O)c2ccc([N+](=O)[O-])cc2)CC1
7	3	12	COc1ccccc1CNC(=O)c1nccnc1CO
-2	-2	-8	Cc1c(/C(O)=C2\C(=O)C(=O)N(CCCN(C)C)C2c2cccs2)cnn1-c1ccccc1 (stereo not drawn)
0	-4	-9	Cc1cc(OCC(=O)Nc2cccc(S(=O)(=O)N3CCCC3)c2)ccc1Cl
1	0	-1	C=CCn1c(-c2cccc(S(=O)(=O)N3CCOCC3)c2)n[nH]c1=S
3	-3	1	COc1ccc(C(=O)N2CCCC(O)C2)cc1OC1CCN(C(C)C)CC1 (stereo not drawn)
11	6	7	O=C(O)COc1ccccc1/C=N/NC(=O)C(O)c1ccccc1 (stereo not drawn)
1	6	6	COc1ccccc1-n1c(-c2ccccc2)c[nH]c1=S
4	3	7	O=C(NNC(=O)c1cccc(S(=O)(=O)N2CCc3ccccc32)c1)c1ccccc1

# The listing continues:
PAFAH1B3 inh	PAFAH1B2 inh	PAFAH2 FP inh	mol
3	5	2	COc1ccc(C(=O)c2cc(OC)c(OC)c(OC)c2)cc1OC
12	3	0	Cc1cc(C(=O)NNC(=S)NCc2ccccc2)no1
0	1	-3	O=C(NNC(=O)c1ccc2ccccc2c1)c1cccc(Cl)c1
6	6	9	C=CCSC1=Nc2cc(OC)c(OC)cc2C2=NC(=O)CN12
11	2	9	CCOC(=O)c1sc2nc(CC(=O)OC)nc(NCc3ccco3)c2c1C
9	2	5	Cc1cc(NC(=O)c2sc3ccccc3c2O)no1
3	1	2	Cc1c(C)c2ccc(O[C@@H]3O[C@H](CO)[C@@H](O)[C@H](O)[C@H]3O)c(C)c2oc1=O
0	5	4	Cc1ncc(C(=O)Nc2ccccc2)[nH]1
-2	1	8	COCCC(=O)N1CCC(Oc2ccc(C(=O)N3C[C@@H](C)O[C@@H](C)C3)cc2)CC1
14	1	5	COc1ccc2[nH]c(=O)c(CN(CC3CCCO3)C(=O)Nc3ccccc3OC)cc2c1 (stereo not drawn)
-2	6	3	Cc1ccc(NC(=O)CN2CCCCCC2)c(Br)c1
11	5	4	COc1ccccc1C=NN=Cc1ccccc1O
3	6	-5	O=C(CSC1=Nc2ccccc2C2CC=NN12)Nc1ccc2c(c1)OCO2 (stereo not drawn)
-1	0	1	Cc1oc2c(c1C(=O)c1ccc(Cl)cc1)C(=O)C(=O)c1ccccc1-2
-2	3	2	COc1cc(CN(C)CC2CCCN(CCc3ccccc3F)C2)cc(Cl)c1OC (stereo not drawn)

# One compound at a time, as listed above. Order of values: PAFAH1B3 inh, PAFAH1B2 inh, PAFAH2 FP inh
# Cc1ncc(C(=O)Nc2ccccc2)[nH]1 is listed with 0, 5, 4
# Cc1cc(N)cc(C)c1-c1c(Br)cc(N)cc1Br is listed with 9, 4, 13
# O=C(CSc1nc2nn(-c3ccccc3)c(=O)c-2c2n1CCCCC2)Nc1ccccc1[N+](=O)[O-] is listed with 1, -4, 5
# C=CCN1CCc2nc(N)sc2CC1 is listed with -3, 2, 8

# The list continues:
PAFAH1B3 inh	PAFAH1B2 inh	PAFAH2 FP inh	mol
5	7	6	COc1ccc(C2=Nn3c(nnc3-c3cccnc3)SC2)cc1
-7	5	1	O=C(NCC(=O)N1CCN(Cc2c(F)cccc2Cl)CC1)c1cccc(Cl)c1
7	6	2	CCOc1ccc(C(=O)NC(C(=O)N2CCC2)C(C)C)cc1 (stereo not drawn)
7	1	1	Cc1cc(-c2nnc(SCCC(=O)Nc3ccccc3)o2)no1
5	0	1	CN(Cc1ccccc1)C(=O)c1ccc(NC(=O)Cc2ccc(NC(=O)C3CCN(C(=O)C4CCC4)CC3)cc2)cc1
4	0	1	CC(=O)N(Cc1ccccc1)C(CC(=O)NCc1ccccc1)C(=O)O (stereo not drawn)
2	5	-13	O=C(NCCc1ccccc1)c1ccc(NC(=O)C2CC2)cc1
3	14	13	CC(C)(CNC(=O)c1cccc(S(=O)(=O)Nc2ccc(SC(F)F)cc2)c1)N1CCOCC1
0	3	2	CC1CCN(C(=O)Cn2nnc(-c3ccc(C(C)C)cc3)n2)CC1
9	6	5	CC(=O)Nc1ccc(S(=O)(=O)Nc2nccs2)cc1
4	5	1	CSc1nc(-c2ccco2)nn1C(=O)c1ccccc1Cl
6	3	6	O=C(Nc1ccc(C(=O)N2CCCC2)cc1)C1CCCC1
3	2	3	Cc1ccc(S(=O)(=O)c2ccc([N+](=O)[O-])o2)cc1
18	4	-2	COc1cc(NC(C)CCCNC(C)C)c2ncccc2c1OC (stereo not drawn)
-4	4	0	O=C1C=CC(=O)N1c1ccccn1

# 5 structures already listed, ordered by heavy-atom count, largest number first:
PAFAH1B3 inh	PAFAH1B2 inh	PAFAH2 FP inh	mol
5	0	1	CN(Cc1ccccc1)C(=O)c1ccc(NC(=O)Cc2ccc(NC(=O)C3CCN(C(=O)C4CCC4)CC3)cc2)cc1
4	2	-7	CCCCC(=O)Nc1c(-c2cccc(OC)c2)c(=O)c2ccccc2n1C
-2	4	0	O=C(Nc1ccccc1)OCCCCOC(=O)Nc1ccccc1
11	7	1	C(=Cc1c[nH]c2ccccc12)c1ccc2ccccc2n1
-2	-1	1	Cc1c(C(=O)O)c(=S)sn1CCOc1ccccc1

# (list continues)
PAFAH1B3 inh	PAFAH1B2 inh	PAFAH2 FP inh	mol
3	-1	3	COc1ccc(NS(=O)(=O)c2cc(NC(=O)CCNC(=O)c3ccco3)ccc2OC)cc1
-1	-3	-7	O=C(Nc1c[nH]c(=O)[nH]c1=O)c1ccc2c(c1)C(=O)N(c1cccc([N+](=O)[O-])c1)C2=O
6	0	6	COc1cccc(/C=N/NC(=S)NCCc2ccccc2)c1OC
7	4	0	O=C(C=Cc1ccco1)c1ccc2ccccc2c1
2	3	-2	CC(C#N)(NC(=O)CN1CCN(S(=O)(=O)c2cc(C(F)(F)F)ccc2Cl)CC1)C1CC1 (stereo not drawn)
15	-1	-4	CCCCN(C(=O)C1CC(=O)N(c2ccc3c(c2)OCCO3)C1)c1c(N)n(CC(C)C)c(=O)[nH]c1=O (stereo not drawn)
13	1	11	Cc1cc(C)c(O)c(CN(C)Cc2cc(Cl)cc(Cl)c2O)c1
8	6	-2	Clc1ccc(N(CC2CO2)CC2CO2)cc1 (stereo not drawn)
10	2	-13	C/C(=N\NC(=O)Cc1ccc(O)cc1)c1cccnc1
4	2	1	COc1cc(C2c3cc4c(cc3OC(Nc3ccc(C(=O)O)cc3)C2C)OCO4)cc(OC)c1OC (stereo not drawn)

# Assay outcomes as filed in PubChem.
